Source: PubChem
ASM inhibitor – human S-ASM enzyme inhibition | actives 0.006% (n = 340,000) | placental ASM, HMU-PC fluorogenic substrate, 60 min | Potency, µM (top dose mostly 57.5 µM), without a hit: at the highest dose activity change, negative = inhibition, actives largely listed as inhibitors; also: potency is read from the fitted curve at half-maximal effect
Target sequence (P17405 47-631 limits assumed): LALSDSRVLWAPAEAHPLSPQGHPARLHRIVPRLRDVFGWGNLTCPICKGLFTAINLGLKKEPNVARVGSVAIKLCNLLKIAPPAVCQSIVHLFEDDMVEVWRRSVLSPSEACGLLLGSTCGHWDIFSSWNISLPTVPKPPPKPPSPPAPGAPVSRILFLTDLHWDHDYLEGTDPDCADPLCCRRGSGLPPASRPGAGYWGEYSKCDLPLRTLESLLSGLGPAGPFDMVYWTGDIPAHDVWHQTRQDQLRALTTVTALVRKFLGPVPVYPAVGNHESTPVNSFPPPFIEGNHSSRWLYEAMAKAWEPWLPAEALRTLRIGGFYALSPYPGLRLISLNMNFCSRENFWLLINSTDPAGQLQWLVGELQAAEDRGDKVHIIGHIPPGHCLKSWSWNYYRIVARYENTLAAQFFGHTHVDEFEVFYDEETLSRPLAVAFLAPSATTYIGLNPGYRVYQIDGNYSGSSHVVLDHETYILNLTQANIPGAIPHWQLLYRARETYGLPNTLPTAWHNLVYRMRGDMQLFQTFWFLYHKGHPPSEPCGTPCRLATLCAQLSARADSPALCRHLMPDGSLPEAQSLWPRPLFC
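HMU-PC0 cleavage (9 uM final) by human placental ASM, 60 min at 37 °C following 10 min compound exposure at RT; stopped at pH 10, fluorescence Ex 386/Em 447 nm.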
Chronic BCR inh – inhibitors of chronic active B-cell receptor signaling | ABC-DLBCL IkBa-CBG/CBR reporter, luminescence ratio, 4 h | Potency, µM (titrated, usually from 46.1 µM), for inactives: at the highest dose ratio change, negative = lower green/red ratio, most hits filed as inhibitors | actives 0.05% (n = 340,000); active = well fitted inhibition curve with a large enough effect in the signal ratio, with a control signal flat, not every such curve was filed as active; inconclusive = small, poorly fitted or top-dose-only effect, or effect the other way, or a change in a side signal; the % refers to the signal ratio;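 also: potency is read from the fitted curve at half-maximal effect; plate controls were basal doxycycline-induced cells for no effect and cells given 10 µM MG132 for full effect; MG132 reads +100%, hits lower the ratio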
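TMD8 ABC-DLBCL cells carrying doxycycline-inducible green luciferase fused to IkappaBalpha plus unfused red luciferase were exposed to compounds (up to 46 uM) for 4 hrs at 37C. Activity came from the overlap-corrected green/red luminescence ratio.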
TCR act – activates T cell receptor signaling; Potency, µM (doses to about 9.22 µM), inactives show at the top dose activation of IL-2 secretion, most hits filed as activators; 330,000 tested, under 10 active; primary human leukocytes, anti-CD3, IL-2 HTRF, 48 h; also: % of control where 0% means no effect
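IL-2 release read by HTRF sandwich (Eu cryptate donor, d2 acceptor, 665 nm emission) after 48 hr exposure of primary human leukocytes to compound together with anti-CD3 beads in the absence of co-stimulatory signals.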
Tb PFK inh – inhibitors of T. brucei phosphofructokinase; Potency, µM (titrated, usually from 57.5 µM), without a hit: top-dose activity, negative = inhibition, actives largely listed as inhibitors; actives 0.17% (n = 330,000); AID 485367; T. brucei PFK, ADP-Glo luminescence; O15648;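 also: potency is read from the fitted curve at half-maximal effect; 0% = uninhibited 1x PFK enzyme wells and -100% = no-enzyme wells; nearly all actives have a fitted effect of over 60% in size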
Target sequence (O15648 whole entry, looked up): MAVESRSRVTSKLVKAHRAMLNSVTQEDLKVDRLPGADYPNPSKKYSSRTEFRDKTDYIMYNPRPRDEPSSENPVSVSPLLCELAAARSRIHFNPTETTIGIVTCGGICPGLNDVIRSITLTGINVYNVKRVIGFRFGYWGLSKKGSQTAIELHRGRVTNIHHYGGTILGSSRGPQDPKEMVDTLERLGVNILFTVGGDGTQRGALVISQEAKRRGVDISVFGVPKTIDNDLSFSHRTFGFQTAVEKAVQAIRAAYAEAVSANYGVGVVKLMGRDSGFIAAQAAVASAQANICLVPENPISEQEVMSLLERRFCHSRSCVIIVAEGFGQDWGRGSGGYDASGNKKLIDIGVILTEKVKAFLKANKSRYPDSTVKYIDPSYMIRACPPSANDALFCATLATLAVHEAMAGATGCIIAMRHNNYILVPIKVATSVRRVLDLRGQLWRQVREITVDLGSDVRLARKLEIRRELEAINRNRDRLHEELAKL
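Luminescent ADP detection (ADP-Glo, two-step: ATP depletion then ADP-to-ATP conversion for luciferase) reported PFK activity after 45 min room-temperature reaction of 1.25 nM enzyme with 0.5 mM F6P and 0.1 mM ATP at pH 8.0.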
TSHR antag – antagonists of human thyroid stimulating hormone receptor | P16473 | TSHR-expressing cells, TSH-stimulated cAMP HTRF, 2 h; active compounds read low | activity change, negative = inhibition, % at 11.5 µM | actives 0.2% (n = 330,000) | AID 504810;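 active = activity change below a set negative limit, meaning inhibition stronger than a set level, cut at about -70% in these data; inconclusive = activity change between two set negative limits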; also: % is scaled to controls: 0 for no effect and ±100 for the full control effect
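Freshly harvested TSHR cells receive pin-tooled compound, then EC80 TSH at 4nM final. After 2 hours at 37 deg C, antibody in lysis buffer and cAMP-d2 are added; 30 minutes at ambient temperature precede the HTRF read.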
ELG1 repair inh – inhibitors of ELG1-dependent DNA repair in HEK293T cells | HEK293T ELG1-luciferase reporter, luminescence, 16 h; DNA damage induced by 5-fluorouridine | Potency, µM (highest dose often 46.1 µM), for the others: top-dose activity change, negative = inhibition, actives largely listed as inhibitors | actives 2.3% (n = 330,000) | AID 504467; also: potency is read from the fitted curve at half-maximal effect; % is scaled to controls: 0 for no effect and ±100 for the full control effect; nearly all actives have a fitted effect of over 55% in size
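Luminescence from the luciferase reporter, measured 30 min after ONE-Glo reagent at room temperature, was the read-out. Beforehand, 2,000 cells per well were exposed for 16 hr at 37 °C to 5-fluorouridine together with compound or vehicle.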
PTAP TSG101 blk – blocks PTAP/TSG101 interaction to inhibit HIV-1 budding; Fluorescence polarization, FITC-PTAP peptide / Tsg101 binding; Potency, µM (doses to about 115 µM), for the others: at the top dose activity change, negative = inhibition, actives largely listed as inhibitors; 340,000 tested, under 10 active; AID 493005; active = well fitted inhibition curve with a large enough effect in the main read-out, with a control signal flat, not every such curve was filed as active; inconclusive = small, poorly fitted or top-dose-only effect, or effect the other way, or a change in a side signal; inactive = no such curve, though single readings can be large or run the other way; also: potency is read from the fitted curve at half-maximal effect; % of control where 0% means no effect
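Steps: Tsg101 binding domain dispensed (10 uM final), compounds pinned in DMSO, FITC-labeled PTAP-motif peptide added (50 nM final); after 20 min binding at room temperature, polarization measured.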
AT treatment – potential ataxia-telangiectasia treatment; […] A-T fibroblasts, KAP-1 phosphorylation AlphaLISA; neocarzinostatin DNA damage 30 min before lysis; Potency, µM (series often up to 57.5 µM), for inactives: top-dose activation, actives largely listed as activators; actives 0.19% (n = 320,000); also: potency is read from the fitted curve at half-maximal effect; % of control where 0% means no effect; nearly all actives have a fitted effect of over 45% in size
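hTERT-immortalized A-T patient fibroblasts ([…]), 500 cells/well in OPTI-MEM, 1% FBS, got compounds for 60 min, then NCS for 30 min at 37C. Lysates were then assayed for phospho-KAP-1 by AlphaLISA (anti-pKAP1 donor, anti-KAP1 acceptor beads), 6 hr at 25C.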
Mito fusion yeast – blocks mitochondrial division or promotes mitochondrial fusion | Potency, µM (top dose mostly 46.1 µM), without a hit: at the top dose growth rescue (activation), usual class: activators | S. cerevisiae fusion-defective mutant growth rescue, CellTiterGlo 48 h | actives 0.23% (n = 320,000);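 also: potency is read from the fitted curve at half-maximal effect; % of control where 0% means no effect; nearly all actives have a fitted effect of over 45% in size; temperature-sensitive fusion mutants such as fzo1-1 at 37 °C on non-fermentable ethanol glycerol medium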
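Growth-rescue viability read-out: after 48 h at the non-permissive 37C in glycerol/ethanol YPEG, yeast mitochondrial fusion mutants are measured by CellTiterGlo luminescence; compounds (23 nl pinned per well) restoring growth score as division inhibitors or fusion activators.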
Integrin act MD – activators of alpha7 integrin expression for muscular dystrophy; alpha7betagal myoblasts, beta-gal FDG fluorescence, 48 h; Potency, µM (highest dose often 38.3 µM), inactives show at the highest dose activation, most hits filed as activators; actives 0.064% (n = 350,000); AID 624291;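 also: potency is read from the fitted curve at half-maximal effect; 100% = response of the positive control SU9516; nearly all actives have a fitted effect of over 60% in size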
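alpha7betagal+/- myoblasts (passage 13, 250/well) treated 48 h at 37C with compounds at 1:260 dilution of DMSO stock. Lysed, then beta-galactosidase activity read as FDG fluorescence (ex 480/em 540) after 30 min, with pre-read for autofluorescence.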
Eya2 inh – Eya2 (human) phosphatase inhibition. O00167. recombinant Eya2, OMFP fluorescence dephosphorylation (OMFP is methylfluorescein phosphate). Potency, µM (titrated, usually from 76.9 µM), inactives show at the top dose activity, negative = inhibition, hits mostly inhibitors. actives 0.006% (n = 330,000). AID 488837; also: potency is read from the fitted curve at half-maximal effect; % is scaled to controls: 0 for no effect and ±100 for the full control effect
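Eya2 protein (added as 0.2 uM solution) was preincubated with compound for 10 min at ambient temperature in 50 mM HEPES pH 7.5, 50 mM NaCl, 5 uM MgCl2, 0.05% BSA, 1 mM DTT. OMFP (added at 50 uM) then reacted 10 min; fluorescence read at 485/525 nm.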
Numbers without * were called inactive; ? = inconclusive; . = not tested or not shown; [ ] = remark or other dose. Unless noted, calls follow the shape of the dose curve; as a rule, active = well fitted curve in the direction sought with a large enough effect; inconclusive = small, poorly fitted or top-dose-only effect, or another doubt; inactive = no such curve, though single readings can be large; an effect the other way counts as inactive or inconclusive.

SMILES	ASM inhibitor	Chronic BCR inh	TCR act	Tb PFK inh	TSHR antag	ELG1 repair inh	PTAP TSG101 blk	AT treatment	Mito fusion yeast	Integrin act MD	Eya2 inh
O=C(N[C@H]1C/C=C\C(c2cccc(F)c2)N(Cc2ccccc2)C(=O)C1)OCC1c2ccccc2-c2ccccc21 (some centres undefined)	5%	-19%	9%[46.1 µM]	1%	-43	-4%	-2%	-2%	.	5%	-10%
COc1ccc(CNC(=O)C(c2ccco2)N(Cc2ccccc2)C(=O)Cc2cccs2)cc1 (centres undefined)	-6%	9%	1%[46.1 µM]	2%	31	18µM*	-1%	.	-1%	11%	-1%
COc1ccc(N(C)S(=O)(=O)c2cccc(C(=O)Nc3nnc(C4CC4)s3)c2)cc1	-9%	0%	-7%	-4%	-11	?	-4%	-12%	-3%	21%	1%
CCCCn1c(N)c(N(CC(C)C)C(=O)CN(C)S(=O)(=O)c2ccc(F)cc2)c(=O)[nH]c1=O	25%	0%	-7%	2%	4	-2%	-3%	1%	-2%	7%	22%
CN(C)c1ccnc2sc(C(=O)NCc3ccccc3)c(N)c12	73%[activator]	?	-1%	0%	-11	?	-3%	.	23%	-10%	-17%
Cc1ccccc1OCCc1c(C)[nH]c(=S)[nH]c1=O	7%	?	4%	-1%	5	?	-15%	1%	-1%	-27%	-3%
CCOc1ncccc1C(=O)OCc1ccc([N+](=O)[O-])cc1	4%	0%	6%	-2%	-9	5%	0%	2%	1%	-8%	-5%
Cc1cc(C)n(CC(O)COc2c(C)cccc2C)n1 (centres undefined)	3%	-1%	1%	3%	5	-9%	2%	5%	-5%	10%	-2%
CCN(CC)c1ccc(N2C(=NC(=O)C3CC3)SC3CS(=O)(=O)CC32)cc1 (centres undefined)	-1%	-1%	6%	-9%	4	1%	-6%	1%	-4%	?	0%
COc1cccc(NC(=O)CN(C)CC(=O)NCC(=O)Nc2ccc(F)cc2)c1	2%	2%	0%	3%	-20	-15%	0%	-6%	.	-4%	-16%
COc1ccc(CNC(=O)c2ccc(NS(=O)(=O)c3c(C)noc3C)cc2)cc1	-3%	2%	1%	-1%	-9	-1%	-5%	-5%	3%	29%	10%
C/C(CC(=O)NCc1ccco1)=N\NC(=O)Cc1ccc(-c2ccccc2)cc1	0%	?	0%[46.1 µM]	-3%	2	2%	0%	21%	-2%	-13%	-10%
Cn1ncc(Cl)c1C(=O)NCc1cc(C(C)(C)C)n[nH]1	9%	2%	-1%[46.1 µM]	-5%	1	?	0%	2%	-5%	1%	-2%
C[C@H](CO)N1C[C@H](C)[C@@H](CN(C)S(=O)(=O)c2cccs2)Oc2ccc(NC(=O)C3CC3)cc2C1=O	-1%	?	-2%	0%	-4	?	-3%	4%	.	-5%	-24%
Cc1ccc(OCC(=O)NNC(=O)C2CCN(c3ncnc4sc(C)c(C)c34)CC2)cc1	-3%	0%	0%	8%	-16	?	-5%	8%	-6%	5%	-27%
Cc1cc(N)n(-c2nc3ccccc3s2)n1	6%	3%	5%	4%	4	4%	-5%	7%	-7%	?	9%
COc1ccc(Oc2nnc(-c3ccc(C)cc3)c3ccccc23)cc1	-1%	0%	1%	14%	-5	11%	-4%	2%	-2%	-9%	13%
Cc1nn(C(C)(C)C)c(OC(=O)c2ccco2)c1Sc1ccccc1	0%	-5%	-4%	0%	9	8%	-2%	0%	2%	-13%	-5%
O=C(O)c1cc2n(n1)C(C(F)(F)F)CC(c1ccco1)N2 (centres undefined)	0%	.	0%	.	.	.	-5%	.	5%	-2%	.
COc1ccc(C(O)(CCN2CCCCC2)C2CCCCC2)cc1 (centres undefined)	4%	-2%	4%	4%	-3	-2%	0%	0%	-10%	-63%[inhibitor]	2%
O=C1CCCC(=NNC(=O)c2cc3ccccc3cc2O)C1	4%	-2%	8%[46.1 µM]	24%	-18	?	29%	1%	.	-3%	-4%
CCOC(=O)/C(C#N)=N/Nc1c(C)n(C)n(-c2ccccc2)c1=O	-1%	-1%	0%	?	28	?	0%	-7%	12%	-14%	1%
Cc1nc(NC(=O)/C=C/c2ccccc2)sc1C(=O)Nc1ccc(Cl)cc1	19%	?	1%	1%	13	-17%	-3%	-6%	2%	-6%	8%
Cc1cccc(Nc2nc(-c3ccc(F)c(C)c3)cs2)n1	-11%	.	7%	-1%	6	?	-3%	?	?	-4%	?
COc1ccccc1NS(=O)(=O)c1cccc(C(=O)N2CCN(C(=O)c3ccco3)CC2)c1	4%	1%	3%	-5%	1	16%	-3%	.	-4%	0%	-13%
CCc1c(C(=O)NC(C)C2CCCO2)csc1C (centres undefined)	-1%	3%	2%	-3%	18	?	-3%	29%	-1%	14%	1%
O=C(/C=C/c1cc([N+](=O)[O-])ccc1OC(F)F)NCc1ccc(Cl)cc1	?	11%	-1%	-9%	7	-20%	-1%	-2%	0%	-2%	8%
COc1ccc(-c2csc(NC(=O)CN3C(=O)CCC3=O)n2)cc1OC	2%	0%	-5%[46.1 µM]	1%	1	3%	-4%	-5%	-5%	14%	-7%
CCC(=O)NNC(=O)CSc1nnc(-c2ccccc2)c(-c2ccccc2)n1	-1%	1%	.	-2%	22	-13%	0%	6%	0%	7%	-8%
COc1ccc(-c2csc(N3CCN(C(=O)c4ccccc4)CC3)n2)cc1	-11%	-28%	-2%[46.1 µM]	2%	-17	?	4%	.	11%	4%	-4%
CCOC(=O)c1ccc(NC(=O)NC2CC3CCC(C2)N3Cc2nnnn2Cc2ccco2)cc1 (centres undefined)	-2%	8%	0%	2%	-8	?	-2%	-9%	0%	16%	-3%
O=C(Nc1ccc(S(=O)(=O)N2CCCCC2)cc1)c1ccc(F)cc1	-2%	?	3%	1%	11	?	1%	7%	6%	-25%	-1%
CN(CC(=O)Nc1cccc(F)c1)C(=O)CC1CCCCC1	5%	4%	1%	-3%	-7	-4%	0%	9%	2%	0%	-28%
CC(OC(=O)c1ccc2ncsc2c1)C(=O)NC1CCCCC1C (centres undefined)	6%	-18%	2%	1%	18	9%	1%	11%	2%	16%	-21%
Cc1nn(CC#N)c(=O)n1-c1cccc(F)c1	4%	1%	-20%	-5%	6	6%	-5%	1%	-1%	6%	-18%
CC1CCCN(C(=S)Nc2ccc(S(=O)(=O)N3CCCCC3)cc2)C1 (centres undefined)	0%	3%	7%	0%	2	?	0%	3%	-1%	4%	-27%
COc1ccc(Cl)cc1S(=O)(=O)N1CCC(C(=O)NC2CC2)CC1	3%	-2%	3%	-5%	11	1%	-5%	11%	-5%	23%	-7%
Cc1sc(NC(=S)NC(=O)c2cccs2)nc1-c1ccc(CC(C)C)cc1	-1%	14%	-3%	0%	2	1%	-1%	-2%	-5%	0%	-11%
Cc1ccnc(SCC(=O)O)n1	1%	?	-1%	-3%	-1	0%	-5%	-1%	3%	12%	2%
Cc1cc(C(=O)OC(C)C(=O)NC2CCCCC2C)c(C)o1 (centres undefined)	-2%	-1%	6%	-10%	4	1%	-3%	2%	2%	5%	3%
Cc1oc(S(=O)(=O)N2CCCC2)cc1C(=O)Nc1ccccc1	-2%	?	-2%	1%	0	?	-1%	3%	0%	-10%	6%
COc1cccc(/C=C2\SC(=S)N(CCC(=O)N3CCCCC3CCO)C2=O)c1 (centres undefined)	-16%	?	7%	4%	9	-4%	-7%	1%	-3%	-44%	-9%
CSc1ccc(/C=C/C(=O)OCC(=O)NC(C)C)cc1	58%[activator]	-15%	7%	1%	23	?	-1%	4%	0%	-22%	1%
Cc1ccccc1CN(c1ccc(C(=O)Nc2cccnc2)cc1)S(C)(=O)=O	-1%	3%	0%	8%	-7	-16%	-5%	1%	-1%	-11%	-13%
